p53ts 32C tox: kills p53ts cells at the permissive temperature; AID 924; 130,000 compounds, 0.93% hits; Potency, µM (series often up to 46.1 µM), inactives show top-dose activity change, negative = cytotoxicity, most hits filed as cytotoxic; H1299-p53A138V at 32C, ATP luminescence viability, 24 h;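 further: 0% = DMSO and -100% = full killing by reference compound; nearly all actives have a fitted effect of over 55% in size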
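Viability by ATPlite luminescence after 24 h compound treatment (up to 46 uM) at the permissive 32C. Cells are H1299 carrying p53 A138V. Scale runs from DMSO basal to 100 uM tamoxifen as full kill; AC50 from Hill fits.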
IkB sig inh: IkB pathway inhibition in ABC-DLBCL cells. ABC-DLBCL IkBa-CBG/CBR dual luciferase ratio, 4 h; response scale: scaled: untreated 0%, proteasome inhibitor 100%. Potency, µM (titrated, usually from 57.1 µM), inactives show at the top dose IkBa stabilization activation. 110,000 compounds, 0.04% hits. AID 445; active means well fitted curve in the direction sought with a large enough effect in the signal ratio, not every such curve was filed as active; inconclusive means small, poorly fitted or top-dose-only effect, or a change in a side signal; the % refers to the signal ratio;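 further: the direction sought is a rising ratio; 0% = basal untreated cells and 100% = reference inhibitor full response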
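Luminescence ratio of IκBα-fused green versus native red beetle luciferase in OCI-Ly3 cells, 4 h post-doxycycline with compound; red signal alone, scaled from basal (0%) to zero light (-100%), flagged nonspecific or cytotoxic effects.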
Peg3 imprint: genomic imprint erasure induction; mouse ES Peg3-LacZ reporter, beta-gal luminescence, 40 h; Potency, µM (series often up to 60.7 µM), without a hit: at the highest dose activity change, positive = activation, most hits filed as activators; 110,000 compounds, 0.02% hits;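 further: 0% = negative control wells on the plate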
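Readout: BetaGlo luminescence (5 min, room temp) for LacZ from the normally silent maternal Peg3 allele in female Peg3LacZ-Neo ES cells. Cells 300/well, 40 h, 37C, 5% CO2. Data normalized per plate to negative controls.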
p53ts 39C tox: kills p53ts cells at the nonpermissive temperature. Potency, µM (series often up to 46.1 µM), without a hit: at the top dose activity change, negative = cell killing, most hits filed as cytotoxic. 130,000 compounds, 1.5% hits. AID 902. H1299-p53A138V viability at 39C, ATP luminescence, 24 h; further: nearly all actives have a fitted effect of over 55% in size
An asterisk follows results filed as active; ? = inconclusive; nt = not tested or not shown; [ ] = another dose, or the depositor's remark. Unless noted, the call rests on the fitted dose curve; in most records, active means well fitted curve in the direction sought with a large enough effect; inconclusive means small, poorly fitted or top-dose-only effect, or another doubt; inactive means no such curve, though single readings can be large; an effect the other way counts as inactive or inconclusive. Unless noted, on the % scale 0 is the no-effect control and ±100 the full control effect; potency means the concentration at half of the fitted maximal effect. No enrichment for hits; 1.7% or so of the library scored in one or more.

Below each compound: p53ts 32C tox, IkB sig inh, Peg3 imprint, p53ts 39C tox
1. CCOC(=O)N1CCC(Nc2ncnc3c2cnn3-c2ccccc2)CC1
    5%, ?, -16%, -6%
2. Clc1ccc(Cl)c(SCCCN2CCNCC2)c1
    -9%[9.22 µM], 1.8%[11.4 µM], -27%[10.9 µM], 8%[9.22 µM]
3. O=C1Nc2ccccc2C(O)(C(=O)NC2CC2)N1c1ccc(Cl)c(Cl)c1 (stereo not drawn)
    1%, 5.2%, -4%, -15%
4. Cc1ccc(CNC(=O)c2ccc3c(O)c(S(=O)(=O)c4ccccc4)c(=O)[nH]c3c2)cc1
    -24%, 0.1%, -18%[10.9 µM], -23%
5. Cc1ccc(N(Cc2cccs2)C(=O)c2ccc(Br)o2)cc1
    -6%, 3.0%, -15%[10.9 µM], -13%
6. COc1ccccc1CNC(=O)C1CCC(CNS(=O)(=O)c2ccc3c(c2)CCCC(=O)N3)CC1 (stereo not drawn)
    -7%, ?, ?, -8%
7. CCOC(=O)c1ccc(CNC(=O)CCC(=O)O)cc1
    -5%, nt, nt, 0%
8. COc1ccc(-c2ccc(CCC(=O)O)n2CC(=O)Nc2cccc(C(F)(F)F)c2)cc1
    10%, ?, -2%[10.9 µM], 12%
9. CCNc1ccc(-c2nc(-c3ccncc3)no2)cc1[N+](=O)[O-]
    3%, -0.1%, 9%[10.9 µM], 28%
10. CCc1nnc(NC(=O)c2nc3nccc(C)n3n2)s1
    0%, 1.7%, -7%, -5%
11. COc1ccc(-c2nc3cnc(N(C)C)nc3n(CCC#N)c2=O)cc1
    1%, -2.3%[11.4 µM], -7%, -1%
12. COc1cc(CN(C(=O)COc2ccc(Cl)cc2)c2ccccn2)cc(OC)c1OC
    -7%, -2.5%, -19%[10.9 µM], -2%
13. Cc1ccc2cc(CN(CCN3CCCC3)C(=O)Nc3ccccc3)c(=O)[nH]c2c1C
    -5%, 3.3%, -16%, -15%
14. CCOc1ccc(N(CC)S(=O)(=O)N2CCCC(C(=O)NCc3ccc(SC)cc3)C2)cc1 (stereo not drawn)
    3%, -0.3%, -20%[10.9 µM], -6%
15. O=S(=O)(c1ccc(Cl)c(Cl)c1)N1CCc2nc3ccccc3n2CC1
    4%, 2.1%, 6%, 2%
16. O=C(CSc1nc(-c2ccco2)cc(C(F)(F)F)n1)Nc1cccnc1
    1%, 1.2%, -8%, 32%[activator]
17. O=C(CCNc1ccccc1)c1ccc2c(c1)OCO2
    -21%, 17%, -24%, -18%
18. CCn1nnc2cc(C(=O)Nc3ccc(Br)cc3F)ccc21
    -7%, -2.7%, -7%[10.9 µM], -11%
19. Cc1nc2ncccn2c1-c1csc(NCc2ccco2)n1
    -9%, -0.4%, -15%, -3%
20. O=C(Nc1ccc(S(=O)(=O)N2CCCCC2c2cccnc2)cc1)c1ccc(F)cc1 (stereo not drawn)
    5%, ?, ?, ?
21. CCCC(=O)Nc1ccc(NC(=O)c2ccccn2)cn1
    ?, ?, -84%[inhibitor], ?
22. C=CCOC(=O)C1=C(C)Nc2[nH]c(=O)[nH]c(=O)c2C1c1cccc(OC)c1 (stereo not drawn)
    10%, nt, nt, 33%[activator]
23. Cc1ccc(S(=O)(=O)NC(CC(=O)N2CCc3ccccc32)c2ccco2)cc1 (stereo not drawn)
    8%, 6.4%, -23%, -13%
24. COc1ccc(CNC(=O)C(=O)NCC(c2cccs2)S(=O)(=O)c2ccc(F)cc2)cc1 (stereo not drawn)
    4%, ?, -10%[10.9 µM], -2%
25. CCOCCCn1c(=N)c(C(=O)NC2CCCC2)cc2c(=O)n3cccc(C)c3nc21
    -5%, 0.6%, -11%[10.9 µM], 1%
26. COC(=O)N1CCC2(CCCN(Cc3ccc(C#N)cc3)C2)CC1
    0%, 3.0%[11.4 µM], nt, -2%
27. COC(=O)c1cccc(C23CC4(C2)[C@H](CN(Cc2ccc(-c5ccccc5)cc2)[C@@H]4c2ccccc2)C3c2ccc(Cl)nc2)c1 (stereo partly drawn)
    2%, nt, -18%, 2%
28. CCOc1cc(CC(=O)N[C@@H](CC(C)C)c2ccccc2N2CCCCC2)ccc1C(=O)O
    1%[20.6 µM], 3.4%[25.6 µM], -10%[16.8 µM], -1%[20.6 µM]
29. O=C(CSc1ccc2nnc(-c3ccncc3)n2n1)Nc1ccc2c(c1)OCO2
    -13%, -4.2%, -23%, 11%
30. Cc1cc(C)c2c(c1)-c1cc(C)nn1C(c1ccc3c(c1)OCO3)N2 (stereo not drawn)
    15%, 0.9%, -12%, -10%
31. O=C(CCSCc1cnn(-c2ccccc2)c1-n1cccc1)NCc1ccccc1F
    -5%, 4.8%, 5%[10.9 µM], -21%
32. COc1cccc(-c2nc3c(c(SCc4ccccc4Cl)n2)Cc2c(CO)cnc(C)c2O3)c1
    4%, -0.3%, -4%[10.9 µM], -6%
33. CCOC(=O)C1CCN(c2ncnc3c2nnn3C)CC1
    -1%, -1.2%, 6%[10.9 µM], 26%
34. Cc1ccc(Nc2cc(C)nc3ncnn23)c(Cl)c1
    -2%, 6.2%, -14%, 5%
35. CC1CC(=S)Nc2ccccc2S1 (stereo not drawn)
    -18%, nt, nt, -1%
36. CCc1cccc(C)c1NS(=O)(=O)c1ccc2c(c1)NC(=O)C(C)C(=O)N2 (stereo not drawn)
    -1%, 4.0%, -17%[10.9 µM], 16%
37. CC(=O)c1ccc(NS(=O)(=O)c2ccc(-n3cccn3)cc2)cc1
    5%, -0.9%, 2%[10.9 µM], ?
38. CCOC(=O)C1CCCN(c2c(N3CCC(N4CCCCC4)CC3)c(=O)c2=O)C1 (stereo not drawn)
    -1%, 1.0%, 1%, 0%
39. Cc1ccc(NCc2cccn2-c2nnc(N3CCC(C(=O)NCc4ccc(F)cc4)CC3)s2)cc1
    13%, ?, 9%[10.9 µM], -13%
40. Cc1ccc(-c2ccc(SCC(=O)Nc3nonc3C)nn2)cc1
    -28%, 1.3%, -50%[inhibitor], ?

Single records, from the list above.
O=C(CCSCc1cnn(-c2ccccc2)c1-n1cccc1)NCc1ccccc1F is listed with p53ts 32C tox: -5%; IkB sig inh: 4.8%; Peg3 imprint: 5%[10.9 µM]; p53ts 39C tox: -21%
Cc1ccc(Nc2cc(C)nc3ncnn23)c(Cl)c1 is listed with p53ts 32C tox: -2%; IkB sig inh: 6.2%; Peg3 imprint: -14%; p53ts 39C tox: 5%

(further entries)
Below each compound: p53ts 32C tox, IkB sig inh, Peg3 imprint, p53ts 39C tox
41. CCOC(=O)c1c(S(=O)(=O)N2CCC(C(=O)Nc3ccc(C)cc3C)CC2)c(C)n(C)c1C
    2%, -1.8%, -11%[10.9 µM], 9%
42. CCS(=O)(=O)N1CCC(C(=O)NCc2ccccn2)CC1
    -1%, -1.6%, 9%, 0%
43. Cc1ccc2c(c1)C(c1ccc(F)cc1)N(C(=O)c1ccc(OC(C)C)cc1)CC(=O)N2 (stereo not drawn)
    15%, ?, -5%[10.9 µM], 7%
44. Cc1oc(-c2ccccc2)[n+]([O-])c1C
    6%, 3.1%, -5%, 14%
45. CCC(=O)N1CCN(c2ccccc2NC(=O)Cc2ccc(Cl)cc2)CC1
    10%, -0.2%, -8%, 12%
46. COc1cc(NC(=O)c2cc(C3CC3)nc3c2c(C)nn3-c2ccccc2)cc(OC)c1
    -15%, ?, -6%[10.9 µM], -1%
47. COc1ccccc1C(=O)OCc1cc(=O)n2nc(C(C)C)sc2n1
    -1%, 4.8%, -11%[10.9 µM], -10%
48. COc1ccc(OC)c2sc(N(Cc3cccnc3)C(C)=O)nc12
    9%, -0.8%, -4%[10.9 µM], -5%
49. Cn1cc(C(=O)NC2CCCCCC2)c(=O)c2cc(S(=O)(=O)N3CCCC3)ccc21
    -15%, -0.5%, -3%, -9%
50. COc1ccccc1N1CC(C(=O)OC(C)C(=O)N2CCCc3ccccc32)CC1=O (stereo not drawn)
    10%, -0.3%, -25%, -13%
51. CCS(=O)(=O)NCCc1ccc(OC)c(OC)c1
    -6%, -3.8%, -12%, 5%
52. O=C(NCc1ccc2c(c1)OCO2)c1ccc(S(=O)(=O)NCC2CCCO2)cc1 (stereo not drawn)
    -6%, 1.4%, -7%, 2%
53. COc1ccc2[nH]cc(CCNC(=O)Nc3cc(C)cc(C)c3)c2c1
    1%, 0.7%, ?, 13µM*
54. C[C@@H]1[C@H](O)[C@@H](C)/C=C/C=C/C=C/C=C/C=C/C=C/C=C/[C@H](O[C@@H]2O[C@H](C)[C@@H](O)[C@H](N)[C@@H]2O)C[C@@H]2O[C@](O)(C[C@@H](O)C[C@@H](O)[C@H](O)CC[C@@H](O)C[C@@H](O)CC(=O)O[C@H]1C)C[C@H](O)[C@H]2C(=O)O
    -6%[1.84 µM], 1.3%, -12%, 13%
55. CCOc1ccc(-c2cc(NC(=O)c3ccc(C)cc3)c(C(=O)OC)s2)cc1
    -6%, -0.6%, 30%[10.9 µM], 9%
56. Cc1ccccc1-n1c(=O)c2ccccc2n2nnnc12
    1%, -1.3%, 1%, 2%
57. COc1cc(CN(C(=O)COc2ccccc2)c2ccccn2)cc(OC)c1OC
    -2%, -1.3%, -13%[10.9 µM], 20%
58. O=C(Nc1nnc(S(=O)(=O)N2CCc3ccccc32)s1)c1ccccc1
    -10%, 1.1%, 4%[10.9 µM], -16%
59. CCCCOC(=O)Nc1ccc(OC)cc1S(=O)(=O)N1CCOCC1
    -8%, 0.4%, -13%, -6%
60. O=C1CC(c2ccc(O)cc2)Oc2ccccc21 (stereo not drawn)
    -3%, nt, -27%, -14%
61. Cc1nnc(N2CCN(Cc3ccccc3)CC2)[nH]c1=O
    -3%, -1.2%, -6%, 4%
62. COc1ccc2nc3oc(C(=O)N(C)c4ccc(Cl)cc4)cc3cc2c1
    -5%, ?, -11%[10.9 µM], 15%
63. Cc1ccc(NC(=O)N2CCC(NC(=O)c3ccccc3C)CC2)cc1
    10%, -0.9%, 3%, 8%
64. CC(=O)OC1CC[C@]2(C)C(CC(OC(C)=O)[C@]3(C)C2CC[C@@]2(C)C(c4ccoc4)OC(=O)C4O[C@]432)C1(C)C (stereo partly drawn)
    13%, nt, -10%, 5%
65. O=C(CSc1nc2cc(C(=O)NC3CCCC3)ccc2c(=O)n1CC1CCCO1)c1ccc(F)cc1 (stereo not drawn)
    10%, -1.5%, -8%[10.9 µM], 8%
66. Cc1cccc(NC(=O)c2c(C)cc(C)nc2SCC(=O)Nc2c(C)cc(C)cc2C)c1
    -2%, ?, -21%[10.9 µM], -3%
67. CN1C(=O)CC2(CC(=O)N(Cc3ccccc3)C2)C1=O (stereo not drawn)
    -6%, -0.8%, -5%, 4%
68. Cc1onc(-c2ccccc2)c1C(=O)Nc1c(C)n(C)n(-c2ccccc2)c1=O
    5%, -1.3%, -7%, 0%
69. CC(=NC1CCCCC1)C1=C(O)c2ccccc2C1=O
    ?, ?, -30%[inhibitor], ?
70. COc1ccc(NC(=O)Cn2c(=O)n(CC3CCCO3)c(=O)c3ccccc32)cc1 (stereo not drawn)
    9%, -0.4%, 9%[10.9 µM], -7%
71. c1cc2c(cc1Oc1nc(N3CCOCC3)nc(N3CCOCC3)n1)OCO2
    4%, 0.6%, 12%, 11%
72. COc1ccc(CCNc2nc(SCc3ccc(F)cc3)nc3ccccc23)cc1OC
    -30%, 0.5%, -19%[10.9 µM], -43%
73. Cc1nc2ccccc2n1C(=O)N1CCOCC1
    -7%, nt, nt, -16%
74. Cc1ccc(N2CCCn3c2nc2c3c(=O)n(CCN3CCOCC3)c(=O)n2C)cc1
    -1%, -0.4%, -5%, 2%
75. O=C(Nc1ccc(Br)cc1)c1ccc(Cl)c(S(=O)(=O)N2CCCCCC2)c1
    -15%, ?, -11%[10.9 µM], -7%
76. COc1ccc(NC(=O)CN2C(=O)c3ccccc3Sc3ccc(C(=O)N4CCOCC4)cc32)c(OC)c1
    13%, 0.7%, -3%[10.9 µM], 39%[activator]
77. Cc1nc(-c2ccc(S(=O)(=O)NCc3ccc(N(C)C)cc3)cc2)co1
    ?, -0.5%, 4%[10.9 µM], -21%
78. COc1ccc(Cn2ccnc2SCC(=O)Nc2nc3ccccc3s2)cc1
    -5%, ?, -6%[10.9 µM], -23%
79. O=C1SCCc2c1n(Cc1ccccc1)c1ccccc21
    -6%, nt, nt, -1%
80. Cc1ccc(NC(=O)c2ccc3c(c2)NC(=O)c2ccccc2S3)c(Cl)c1
    -8%, ?, -19%[10.9 µM], ?
81. O=C(c1ccc2c(c1)CCCC2)N1CCN(c2nc3ccc(F)cc3s2)CC1
    1%, 5.3%, -4%[10.9 µM], 1%
